RTF Ca sens inh = cardiac RTF calcium desensitization. P19429+P45379. IANBD-labeled cardiac RTF, Ca2+ fluorescence. inhibition, % at 7.15 µM. actives 0.12% (n = 340,000). AID 493244;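 active = inhibition above the mean inhibition of all tested compounds plus 3 SD, cut at about 17% in these data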;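 note: assay run at fixed EC70 calcium of 1.6 mM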
Rtt109 Vps75 = C. albicans Rtt109 histone acetyltransferase inhibition; Q5AAJ8; purified Rtt109/Vps75, ThioGlo CoA-SH fluorescence, 4 h; inhibition, % at 34.9 µM; actives 0.16% (n = 330,000);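 active = inhibition of at least 50% in every replicate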
Target sequence (Q5AAJ8 whole entry, looked up): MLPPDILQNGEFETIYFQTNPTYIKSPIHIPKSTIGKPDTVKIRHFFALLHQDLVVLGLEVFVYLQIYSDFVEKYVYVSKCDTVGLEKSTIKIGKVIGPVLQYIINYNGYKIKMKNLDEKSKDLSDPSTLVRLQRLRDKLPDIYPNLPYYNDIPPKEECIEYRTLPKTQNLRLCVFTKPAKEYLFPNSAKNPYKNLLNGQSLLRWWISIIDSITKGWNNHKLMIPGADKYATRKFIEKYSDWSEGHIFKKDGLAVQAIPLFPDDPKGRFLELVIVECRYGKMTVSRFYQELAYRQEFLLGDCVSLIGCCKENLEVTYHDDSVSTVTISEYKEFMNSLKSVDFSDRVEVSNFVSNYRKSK
Keap1-Nrf2 PPI = inhibitors of human Keap1-Nrf2 protein-protein interaction; Keap1 Kelch-Nrf2 peptide fluorescence polarization, 1536-well; inhibition, % at 9.4 µM; actives 0.15% (n = 340,000); AID 504523; in the data active = inhibition above about 12%;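 note: human Keap1 Kelch domain with fluorescein labeled Nrf2 9mer peptide probe; 0% = neutral control wells and 100% = peptide positive control; higher means more block of Keap1 binding to Nrf2 peptide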
Target sequence (Q14145 whole entry, looked up, the tested form may be a part): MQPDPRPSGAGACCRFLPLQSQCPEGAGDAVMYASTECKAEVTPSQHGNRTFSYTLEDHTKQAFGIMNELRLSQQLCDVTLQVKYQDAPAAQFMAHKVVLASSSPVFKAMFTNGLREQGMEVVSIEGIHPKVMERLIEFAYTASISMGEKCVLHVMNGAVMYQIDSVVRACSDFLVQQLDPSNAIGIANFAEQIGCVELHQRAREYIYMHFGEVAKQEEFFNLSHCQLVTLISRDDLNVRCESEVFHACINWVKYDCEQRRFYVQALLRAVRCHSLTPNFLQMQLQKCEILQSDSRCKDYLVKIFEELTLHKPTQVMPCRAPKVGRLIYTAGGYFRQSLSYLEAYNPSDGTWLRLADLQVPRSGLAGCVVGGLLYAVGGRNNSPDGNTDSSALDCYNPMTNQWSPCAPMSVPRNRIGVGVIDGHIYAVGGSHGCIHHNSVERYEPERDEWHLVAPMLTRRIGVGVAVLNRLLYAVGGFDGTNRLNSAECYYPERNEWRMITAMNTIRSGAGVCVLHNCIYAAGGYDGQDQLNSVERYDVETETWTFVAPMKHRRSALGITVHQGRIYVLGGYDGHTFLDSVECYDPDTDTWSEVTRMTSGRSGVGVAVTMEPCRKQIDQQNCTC
NSD2 inh = NSD2 (human) methyltransferase inhibition; inhibition, % at 12.5 µM; O96028; NSD2 peptide methylation, AlphaScreen, 120 min; AID 743445; actives 0.54% (n = 310,000); in the data active = inhibition above about 50%
C-LANA FP = blocks KSHV LANA C-terminal domain binding to DNA. MBP-C-LANA/FAM-LBS DNA binding, fluorescence polarization. inhibition, % at 9 µM. actives 0.078% (n = 340,000);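 active = highest replicate inhibition at or above 60% at 9 µM, even if other replicates fall short; inactive = all replicates below 60% inhibition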;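 note: 0% = neutral control wells and 100% = 4 µM acridine orange control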
PfHsp90 set2 = inhibits growth of yeast expressing Plasmodium falciparum Hsp90; S. cerevisiae expressing PfHsp90, BacTiter-Glo ATP, 48 h; yeast lacking PDR1 and PDR3 efflux regulators; inhibition, % at 9.4 µM; actives 0.32% (n = 310,000);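 active = every replicate shows inhibition above about 80%, whatever the replicate mean, limit read from the data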;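 note: 0% = DMSO neutral controls and 100% = 20 µM radicicol positive controls; yeast relying on Plasmodium falciparum Hsp90 in place of its own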
dFosB activator = enhances mouse delta FosB homodimer DNA binding. P13346. purified delta FosB, TAMRA-CDK5 oligo fluorescence polarization; percent of positive-control signal above neutral wells. actives 0.99% (n = 340,000). AID 493131. activation, % at 25 µM;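 active = mean activation above about 17%, with every replicate also reaching it, limit read from the data, passing the limit was not always enough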;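 note: fluorescence polarization rise as delta FosB binds a TAMRA Cdk5 AP-1 oligo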
RTF Ca sens act = cardiac RTF calcium sensitization. actives 0.24% (n = 340,000). IANBD-labeled TnC RTF fluorescence at EC20 calcium; 0% EC20 calcium, 100% full calcium. activation, % at 7.2 µM. P19429+P45379;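 active = activation above the mean over all tested compounds plus 3 SD, cut at about 30% in these data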;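 note: rise in fluorescence read as greater calcium sensitivity of cardiac thin filaments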
CDK5 inh = CDK5/p35 (human) kinase inhibition. Q00535+Q15078. Recombinant CDK5/p35, ADP-Glo luminescence, 60 min. inhibition, % at 10 µM. actives 0.01% (n = 330,000);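 active = highest replicate inhibition of at least 50% and at least 75% of replicates reaching 50%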;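 note: plate controls were DMSO neutral control for no effect and GW8510 at 10 µM for full effect; many of its hits are not listed in these tables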
PvdQ acylase = blocks Pseudomonas aeruginosa PvdQ acylase activity. actives 0.063% (n = 340,000). inhibition, % at 10 µM. purified PvdQ acylase, fluorescence plate reader; in the data active = inhibition above about 30%, passing the limit was not always enough;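 note: 0% = vehicle neutral wells and 100% = reference inhibitor wells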
SUMO Mot1 rescue = SUMOylation pathway inhibition by Mot1-301 growth rescue; growth rescue, % at 18.8 µM; S. cerevisiae Mot1-301 growth rescue, ATP luminescence, 38.5C; percent above DMSO median, 100 means doubled; actives 1% (n = 320,000); AID 2716;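 active = every valid replicate shows activation above 250% relative to neutral control wells; inactive = the rest, any valid replicate at or below 250%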;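 note: OY570 slx delta 5 strain wells were the positive control but not used for scaling; some compounds called inactive have numbers as strong as hits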
Starred values were filed as active, the others as inactive; . = no result given.

SMILES | RTF Ca sens inh | Rtt109 Vps75 | Keap1-Nrf2 PPI | NSD2 inh | C-LANA FP | PfHsp90 set2 | dFosB activator | RTF Ca sens act | CDK5 inh | PvdQ acylase | SUMO Mot1 rescue
COc1ccc(CCN2CC(C(=O)NCCN3CCCC3=O)CCC2=O)cc1 (stereo not given) | -4.4 | 6.6 | -6.1 | -0.3 | -1.3 | -12.6 | 0.0 | 1.6 | -10.4 | -8.5 | -13.9
O=C(OC(C(=O)NCC1CCCO1)c1ccccc1F)c1ccco1 (stereo not given) | -33.2 | -2.6 | 2.9 | -1.5 | 0.7 | . | 6.4 | 7.5 | -3.0 | -5.0 | -5.4
COc1ccc(/C=N/NC(=O)C(=O)N2CCCCCC2)cc1O | -4.6 | -17.4 | -5.1 | 33.9 | -0.1 | -13.1 | 0.5 | 2.9 | -1.3 | -10.0 | 6.7
Cc1ccc(C2(c3ccccc3)NC(=O)N(CC(=O)N3CC(=O)Nc4ccccc43)C2=O)cc1C (stereo not given) | -2.6 | 1.5 | -3.7 | 0.0 | -0.8 | -9.9 | -15.5 | -3.2 | 2.1 | -3.0 | .
O=C(O)c1cccc(N2C(=O)CSC2c2ccccc2)c1 (stereo not given) | 3.5 | -3.9 | -0.1 | 5.9 | 3.2 | -16.1 | -1.9 | -3.9 | -3.1 | -7.4 | 4.9
Cc1nn(Cc2ccc(Cl)cc2Cl)c(C)c1NC(=O)c1nn(C)cc1Cl | -7.4 | -0.1 | -0.9 | -2.7 | -0.1 | -3.5 | -3.2 | -0.1 | 0.7 | -19.9 | 4.9
O=S(=O)(Nc1nc2ccccc2nc1Nc1ccc2c(c1)OCCO2)c1cccs1 | -16.8 | 1.4 | -11.5 | 2.3 | 0.7 | -45.1 | -13.2 | 5.8 | 1.6 | 1.3 | 12.0
COc1ccccc1C1CC(c2ccc(Cl)cc2Cl)Nc2nc(N)nn21 (stereo not given) | -9.6 | -2.2 | -4.7 | . | 0.8 | 15.7 | -13.4 | 1.4 | -0.3 | -16.6 | -8.9
NC(=S)N=Nc1c(O)n(CCCl)c2ccc(Cl)cc12 | -8.0 | 4.5 | -2.9 | -2.1 | -0.9 | 14.1 | -1.9 | 0.0 | 2.4 | -11.7 | 341.4*
CC1=C(C(=O)OCCOC(C)C)C(c2cc3c(cc2Br)OCO3)C2=C(CCCC2=O)N1 (stereo not given) | -13.4 | 1.2 | 0.9 | -3.8 | 4.6 | 6.3 | -15.3 | -6.3 | 0.2 | -8.2 | -34.1
O=S(=O)(c1ccccc1)N1CCNCC1 | -10.0 | -0.8 | -0.3 | -1.8 | 0.5 | 6.7 | -10.0 | -0.4 | -1.0 | -4.4 | 15.4
CC(=O)NC1=NN(C(C)=O)C(c2ccc(C(C)C)cc2)S1 (stereo not given) | -3.0 | 2.4 | 0.6 | -0.1 | -0.5 | 19.3 | -3.0 | 4.9 | 0.3 | -4.2 | -0.9
O=C(CCc1ccccn1)N1CCCC(N2CCN(c3ccc(F)cc3)CC2)C1 (stereo not given) | -5.2 | 3.4 | 4.1 | -0.4 | -0.2 | -12.9 | -0.8 | -3.4 | 2.4 | -7.4 | .
COc1ccc(C(=O)NC23CC4CC(CC(C4)C2)C3)cc1 | -15.3 | -3.0 | 0.5 | 26.0 | -1.6 | -8.4 | 1.8 | -4.4 | 1.5 | -6.0 | 0.0
COc1cccc(NC(=O)C2CCN(S(=O)(=O)c3ccc4c(c3)N(C(C)=O)CCO4)CC2)c1 | 1.3 | 8.5 | 1.2 | -1.7 | 0.2 | -4.0 | -12.7 | -2.2 | 0.0 | 5.5 | 14.2
COc1ccc(N2CCN(C(c3cccc(OC)c3OC)c3nnnn3C3CCCC3)CC2)cc1 (stereo not given) | -6.0 | 7.3 | -2.5 | 6.8 | -0.6 | 31.7 | -1.4 | -4.0 | 0.3 | -7.3 | -23.7
CCOc1ccc(NC(=O)c2cc(F)c(F)cc2Cl)cc1OCC | -8.9 | 5.7 | -1.5 | -4.7 | 7.3 | 6.1 | 6.6 | -1.5 | 0.7 | -13.3 | 1.2
C[C@H]1CN([C@@H](C)CO)C(=O)Cc2cc(NS(=O)(=O)c3ccc(Cl)cc3)ccc2O[C@@H]1CN(C)C(=O)Nc1cccc2ccccc12 | -12.3 | -0.7 | 1.2 | . | 1.5 | 2.7 | -7.5 | -3.1 | -0.7 | -2.1 | .
COc1cc(NC(=O)c2cc([N+](=O)[O-])ccc2NC(=O)CNC2CCCCC2)cc(OC)c1 | -19.5 | 3.3 | -1.9 | -1.9 | -0.5 | -17.7 | -14.0 | -2.0 | 1.1 | -7.1 | -15.2
CCOP(=O)(OCC)C(NC(=O)Nc1ccc(Cl)c(Cl)c1)C(N)=O (stereo not given) | -11.7 | -6.4 | 0.4 | -1.1 | 0.0 | 5.9 | 5.8 | -4.1 | -0.1 | -4.7 | -9.8
Cc1cc(Cl)c2oc(C(=O)NCCN3CCCCC3CO)c(C)c2c1 (stereo not given) | -4.7 | -0.8 | -3.2 | 2.0 | -0.6 | -5.0 | -8.8 | -4.2 | 0.0 | -9.0 | -5.2
CCCC(=O)Nc1ccc2c(c1)Cc1ccccc1-2 | -0.8 | 1.7 | -0.9 | -4.9 | -1.0 | 10.7 | 5.5 | -3.6 | 2.1 | -12.4 | 18.7
O=C(Nc1ccccc1Cl)/C(Cl)=C(\Cl)S(=O)c1ccccc1 (stereo not given) | 2.0 | 135.7* | -43.2 | 1.6 | -0.5 | 127.4* | -9.9 | -1.4 | 1.6 | -8.5 | 182.1
C=C(C)COc1ccc(-c2ncnc(C(F)(F)F)c2-c2ccc(OC)cc2)c(O)c1 | -16.2 | 0.3 | -2.9 | -3.0 | 0.1 | 2.0 | -6.9 | 9.4 | 0.6 | -7.1 | -5.4
Cc1cc(C)c2c(CN3CC(C)OC(C)C3)cc(=O)oc2c1C (stereo not given) | -6.4 | . | 0.3 | -0.7 | -0.5 | 5.2 | -14.1 | 1.1 | -0.4 | -3.6 | -22.1
CCn1c(/C=C2\C(=O)Nc3ccccc32)nc2ccccc2c1=O | -19.2 | 10.0 | -5.1 | -0.9 | -0.4 | 14.2 | -1.8 | -2.6 | 2.3 | 21.9 | 0.7
O=C(NCCc1ccccc1)C1CCN(C2CCN(Cc3ccco3)CC2)CC1 | -6.0 | 13.5 | -1.9 | -2.9 | 0.2 | -1.3 | 2.9 | 6.0 | -2.3 | -17.1 | 50.8
CCCCn1c(N)c(N(CC(C)C)C(=O)CCCSc2nncs2)c(=O)[nH]c1=O | 1.8 | -9.0 | -0.8 | -0.8 | 1.0 | -4.0 | -7.6 | 2.2 | 0.1 | -12.0 | 47.4
CCOC(=O)C1=C(C)N(C[C@@H]2CC[C@@H](Cc3ccc4cc(OC)ccc4c3)O2)C(=O)NC1c1ccccc1 (stereo not given in full) | -4.1 | 0.0 | -0.2 | . | 2.1 | 15.2 | -16.1 | -6.4 | -1.6 | -3.8 | .
Cc1cc(C)c(CN2CCN(C(=O)Cn3ccc(NC(=O)OCc4ccccc4)nc3=O)CC2)c(C)c1 | -15.7 | -2.3 | 3.4 | . | 1.7 | 4.1 | -8.9 | -5.1 | -1.2 | -0.5 | -6.8
COc1ccc(NC(=O)C2CCN(S(=O)(=O)c3ccc4c(c3)NC(=O)CO4)CC2)cc1 | -1.5 | 3.9 | -0.4 | -4.0 | -0.5 | 19.4 | 0.4 | -7.3 | 0.5 | -9.0 | -6.0
COC(=O)CCNC(=O)Cn1cnc2sc3c(c2c1=O)CCCC3 | -2.1 | -2.6 | -4.8 | 1.5 | 1.3 | 13.7 | -5.5 | 5.6 | 0.0 | -7.9 | -25.1
COc1cc(/C=C2/C(=O)ON=C2c2ccccc2)ccc1O | -9.4 | 3.0 | -1.6 | 10.7 | -0.3 | -15.1 | 4.3 | -8.2 | 1.5 | -9.1 | -22.3
COc1ccc(CCNC(=O)c2cccc(NS(=O)(=O)c3ccccc3F)c2)cc1OC | -13.3 | -3.4 | -0.7 | 0.1 | -1.1 | -26.0 | -26.4 | 0.3 | 0.1 | -9.3 | -8.7
O=C(COC(=O)c1ccc(O)cc1O)NC(=O)Cc1ccccc1 | -6.7 | 1.1 | -0.8 | -0.6 | 1.6 | 8.5 | -0.7 | -1.1 | -0.5 | 1.8 | .
C[n+]1cccc(C(=O)[O-])c1 | 10.8 | 0.8 | 1.0 | . | -0.8 | -9.4 | 1.3 | 2.8 | 0.8 | 1.9 | 15.0
O=C(c1cc(-c2ccncc2)nc2c(Cl)cccc12)N1CCN(c2ccccc2F)CC1 | -4.9 | 8.7 | 0.7 | 1.5 | 0.0 | -10.7 | -7.9 | 11.6 | 3.3 | -5.3 | 2.5
Cc1c(C(=O)Nc2ccccc2F)sc2ncn(CC(=O)N3CCOCC3)c(=O)c12 | -7.0 | -2.1 | -1.5 | -2.3 | 0.4 | -4.6 | -1.9 | 5.4 | -0.4 | -6.4 | -10.7
CCCCn1nc(CC(=O)NCCN(CC)CC)c2ccccc2c1=O | -3.8 | -1.2 | -2.6 | 48.1 | -2.1 | 0.5 | 0.7 | 11.0 | 0.5 | -21.1 | 131.8
O=C(Nc1nnc(C2CC2)s1)C1=NN(C2CCS(=O)(=O)C2)C(=O)CC1 (stereo not given) | -2.0 | -2.9 | 1.8 | 0.2 | -1.8 | 18.0 | -10.9 | 3.1 | -3.3 | -2.2 | -4.2
COc1ccc2cc(C3=CC(=O)C[C@H](c4ccc5c(c4)OCO5)C3)ccc2c1 | 0.1 | -0.5 | -2.3 | . | -0.3 | -13.8 | -10.0 | 8.6 | 0.0 | -12.7 | 15.6
O=C(c1c(F)cccc1F)N(Cc1cccs1)C1CCCC1 | -2.0 | -14.3 | 4.5 | -3.8 | 1.5 | 2.5 | 1.8 | -2.3 | -0.2 | 0.9 | -13.0
Cc1cc(NC(=O)COC(=O)Cn2c(C)csc2=O)ccc1Br | 6.3 | -9.8 | 3.0 | -0.7 | 1.0 | -10.1 | -6.4 | -4.2 | -0.1 | -7.1 | 87.6
Cc1cccc(C)c1OCc1cc(C(=O)N2CCCCCCC2)no1 | -3.6 | 0.3 | 2.8 | -5.5 | -0.2 | -4.5 | -7.3 | 0.8 | -0.5 | 4.2 | 7.9
